USP1-UAF1 inh: blocks the human USP1/UAF1 deubiquitinase complex; O94782; recombinant USP1/UAF1, Ub-Rhodamine cleavage fluorescence; Potency, µM (top dose mostly 57.1 µM), for the others: at the top dose activity change, negative = inhibition, most hits filed as inhibitors; 390,000 tested, 0.23% active; AID 743255; note: % is set by controls: 0 for no effect and ±100 for the full control effect; nearly all actives have a fitted effect of over 60% in size; inactives centre near -12
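USP1/UAF1 complex at 1 nM was preincubated with compound for 15 min at room temperature, then Ub-Rho substrate (150nM final) was added. Fluorescence (480/540 nm) was read kinetically, 6 reads every 60 seconds.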
TrxR1 substrate: substrates of rat thioredoxin reductase 1 | O89049 | purified TrxR1 substrate turnover, NADPH consumption readout | AID 588456 | 390,000 tested, 0.01% active | Potency, µM (series often up to 114 µM), without a hit: at the highest dose activity change, negative = substrate turnover; note: % is set by controls: 0 for no effect and ±100 for the full control effect; nearly all actives have a fitted effect of over 50% in size
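Rat TrxR1, dispensed at 90 nM, was prereduced with 400 uM NADPH (final) for 5 min at ~22 deg C, then incubated with compound 15 min before 400 uM selenite. A first-read NADPH fluorescence drop versus no-compound background flagged substrates.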
IDH1 R132H inh: inhibitors of human mutant IDH1 R132H. O75874. IDH1-R132H enzyme, NADPH consumption, diaphorase/resazurin fluorescence. Potency, µM (series often up to 76.6 µM), without a hit: at the highest dose activity change, negative = inhibition, usual class: inhibitors. 390,000 tested, 0.093% active; note: % is set by controls: 0 for no effect and ±100 for the full control effect; nearly all actives have a fitted effect of over 65% in size
Target sequence (O75874 whole entry R132H, stated change not applied): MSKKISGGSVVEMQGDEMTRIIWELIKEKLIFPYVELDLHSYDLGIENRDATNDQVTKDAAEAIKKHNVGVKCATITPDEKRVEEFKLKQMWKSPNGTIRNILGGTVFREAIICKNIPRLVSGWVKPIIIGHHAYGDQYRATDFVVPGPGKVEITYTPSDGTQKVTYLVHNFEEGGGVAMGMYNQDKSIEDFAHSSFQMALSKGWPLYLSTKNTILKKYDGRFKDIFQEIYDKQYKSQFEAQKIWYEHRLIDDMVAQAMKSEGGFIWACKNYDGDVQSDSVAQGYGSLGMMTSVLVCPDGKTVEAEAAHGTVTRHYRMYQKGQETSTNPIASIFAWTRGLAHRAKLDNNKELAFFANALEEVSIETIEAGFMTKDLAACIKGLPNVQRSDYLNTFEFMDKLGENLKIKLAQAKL
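IDH1-R132H (0.5 ug/mL dispensed) in pH 7.5 Tris buffer was preincubated 30 min with compound, then given a substrate mix of 0.016 mM NADPH and 2 mM alpha-KG for 80 min at room temperature; remaining NADPH was read by diaphorase/resazurin fluorescence.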
RGS4 inh: blocks human RGS4-accelerated GTP hydrolysis; Transcreener GDP fluorescence polarization, RGS4-accelerated GTP hydrolysis; P49798; Potency, µM (highest dose often 114 µM), for the others: at the highest dose activity change, negative = inhibition, actives largely listed as inhibitors; AID 504845; 390,000 tested, 0.039% active; note: % is set by controls: 0 for no effect and ±100 for the full control effect; nearly all actives have a fitted effect of over 75% in size; some results filed as inactive show a strong effect at the top dose
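MLSMR compounds (23 nl, pin-transferred) preincubated 10 min at room temperature with a 500nM (2x) first reagent, then RGS4 at 900nM (2x) plus Transcreener GDP mix added; fluorescence polarization (620/688 nm) read before and after 90 min at 30 °C.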
12-LOX inh: inhibitors of human 12S-lipoxygenase ALOX12 | 580,000 tested, 1.1% active | Potency, µM (doses to about 108 µM), for inactives: at the top dose activity change, negative = inhibition, usual class: inhibitors | purified 12hLO, xylenol orange hydroperoxide absorbance; note: % is set by controls: 0 for no effect and ±100 for the full control effect
Target sequence (P18054 whole entry, looked up): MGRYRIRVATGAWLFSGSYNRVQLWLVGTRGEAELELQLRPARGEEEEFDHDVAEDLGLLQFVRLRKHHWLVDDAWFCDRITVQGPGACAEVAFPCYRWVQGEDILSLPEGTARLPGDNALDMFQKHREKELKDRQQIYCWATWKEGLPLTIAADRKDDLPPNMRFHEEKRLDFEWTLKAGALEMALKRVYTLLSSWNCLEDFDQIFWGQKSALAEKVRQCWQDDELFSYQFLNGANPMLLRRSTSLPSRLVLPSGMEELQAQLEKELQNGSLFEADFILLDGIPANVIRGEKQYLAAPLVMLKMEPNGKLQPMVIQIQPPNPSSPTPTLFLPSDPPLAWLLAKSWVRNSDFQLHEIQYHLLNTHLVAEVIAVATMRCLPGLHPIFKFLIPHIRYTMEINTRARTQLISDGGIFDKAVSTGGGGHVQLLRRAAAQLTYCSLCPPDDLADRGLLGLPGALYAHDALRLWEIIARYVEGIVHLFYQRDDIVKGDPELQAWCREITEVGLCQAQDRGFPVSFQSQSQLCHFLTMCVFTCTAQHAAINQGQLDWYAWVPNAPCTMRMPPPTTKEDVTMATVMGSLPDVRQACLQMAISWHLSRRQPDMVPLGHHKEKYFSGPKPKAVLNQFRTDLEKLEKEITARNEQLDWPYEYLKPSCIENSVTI
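Purified human 12hLO (150 nM final) in 25 mM Hepes, 0.01% Triton X-100, pH 7.0 was preincubated 15 min at room temperature with compound. Then 40 uM arachidonic acid was added, 30 min. Hydroperoxide was read by Fe-XO absorbance ratio 573/405 nm.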
Vif-A3F inh: blocks the Vif interaction with APOBEC3F; Potency, µM (doses to about 46.1 µM), inactives show top-dose activity, negative = active; HeLa A3F-eYFP + Vif (tagged APOBEC3F with the HIV-1 protein that degrades it), YFP fluorescence increase; 390,000 tested, 0.2% active; note: % of control where 0% means no effect; nearly all actives have a fitted effect of over 65% in size
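Fluorescence increase (Ex 488/Em 500-530) after overnight compound treatment at 37 deg C flags inhibition of Vif-driven A3F-eYFP loss in stable HeLa A3F-eYFP/Vif cells seeded overnight beforehand.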
TrxR1 inh: blocks rat thioredoxin reductase 1; 390,000 tested, 1% active; Potency, µM (top dose mostly 114 µM), inactives show at the top dose activity change, negative = inhibition, hits mostly inhibitors; recombinant rTrxR1, NADPH fluorescence consumption, selenite substrate; note: % is set by controls: 0 for no effect and ±100 for the full control effect; nearly all actives have a fitted effect of over 65% in size
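Rat TrxR1 (90 nM in the dispensed reagent) was pre-reduced with 400 uM NADPH for 5 min at room temperature, then incubated with compound for 15 min. After 400 uM selenite was added, NADPH fluorescence (Ex 340/Em 450 nm) was followed for 8 min.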
RXFP1 ag: agonists of human relaxin receptor RXFP1 | Potency, µM (doses to about 57.5 µM), inactives show top-dose activation, actives largely listed as activators | 370,000 tested, 0.3% active | HEK293T-RXFP1 cAMP TR-FRET, 30 min; response scale: percent of porcine relaxin response, buffer zero | Q9HBX9; note: % is set by controls: 0 for no effect and ±100 for the full control effect; nearly all actives have a fitted effect of over 60% in size; many of its hits are not listed in these tables
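Agonist response is measured as cAMP accumulation in an RXFP1-transfected HEK293T line under PDE4 inhibition. Values are scaled between buffer-only and 29 nM porcine relaxin, and EC50s come from standard Hill equation fits.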
Vif-A3G inh: inhibitors of Vif-APOBEC3G interaction; Q9HC16; HeLa A3G-eYFP + Vif (tagged APOBEC3G with the HIV-1 protein that degrades it), YFP fluorescence, overnight; Potency, µM (doses to about 46.1 µM), for inactives: at the highest dose activity, negative = active, actives largely listed as inhibitors; 410,000 tested, 0.076% active; AID 602310;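 note: % is set by controls: 0 for no effect and ±100 for the full control effect; nearly all actives have a fitted effect of over 60% in size; hits raise eYFP signal because A3G escapes Vif-driven loss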
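HeLa cells stably expressing Vif and C-terminally eYFP-tagged A3G, seeded overnight at 37 deg C, then exposed to compound by pintool overnight at 37 deg C. Rise in yellow fluorescence (Ex 488/Em 500-530, Acumen) marks blocked Vif-driven A3G degradation.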
* marks the source's active call; other numbers are inactive results; i = inactive; ? = inconclusive; / = no result given; & = joins results of further samples; [ ] = remark or other dose. Calls come from the whole dose curve; as a rule, active = well fitted curve in the direction sought with a large enough effect; inconclusive = small, poorly fitted or top-dose-only effect, or another doubt; inactive = no such curve, though single readings can be large; an effect the other way counts as inactive or inconclusive. Potency is the fitted concentration of half-maximal effect. Some of the compounds tested, so the mix of outcomes need not match the whole.

SMILES	USP1-UAF1 inh	TrxR1 substrate	IDH1 R132H inh	RGS4 inh	12-LOX inh	Vif-A3F inh	TrxR1 inh	RXFP1 ag	Vif-A3G inh
COc1ccc(S(=O)(=O)N2CCC(C(=O)NCCc3ccc(OC)c(OC)c3)CC2)cc1	-24%	/	8%	/	1%	-4%	/	/	3%
Cc1ccccc1C(=O)N1CCC(C(=O)N(CC(C)C)c2c(N)n(Cc3ccccc3)c(=O)[nH]c2=O)CC1	-17%	-6%	4%	2%	5%	-7%	-4%	0.0%	5%
COc1ccc(COC(=O)C2=C(C)NC(=O)NC2c2ccc(OC)c(OC)c2)cc1 (stereo not drawn)	4%	-5%	2%	26%	12%	-5%	37%[2.29 µM]	0.6%	-5%
O=C1c2ccccc2S(=O)(=O)c2cc(N3CCC4(CC3)OCCO4)ccc21	-27%	-5%	-8%	3%	0%	-4%	14%	/	-10%
COCCCn1c(-c2cccc(Cl)c2)nc2c1c(=O)[nH]c(=O)n2Cc1ccccc1	-24%	52%[activator]	-11%	-14%	-26%	?	42%[activator]	-2.4%	-5%
COc1ccccc1N1CCN(C(=O)Cn2nnc(-c3ccncc3)n2)CC1	-10%	10%[57.1 µM]	1%	3%	5%	-7%	0%	0.2%	1%
COC(=O)c1ccnc(/C=N/O)c1	0%	-6%[57.1 µM]	-3%	5%	8%&4%	-3%	15%	1.5%	2%
NS(=O)(=O)c1ccc(NC(=O)CCn2c(=O)oc3ccccc32)cc1	-21%	3%	5%	12%	?	3%	12%	0.7%	-1%
CC[C@]12c3[nH]c4ccc(Cl)cc4c3CCN1C(=O)[C@@H](CC(=O)NCc1ccc(OC)c(OC)c1)C[C@@H]2C(=O)N1CCN(C(=O)c2ccco2)CC1	-23%	3%	2%	21%	-8%	6%	9%	/	-7%
CC(C)(CNC(=O)Cc1ccc(Cl)cc1Cl)N1CCOCC1	-29%	5%	0%	-11%	20%	2%	17%	-3.5%	-1%
CCC(C)N(C(=O)c1csnn1)C(C(=O)NC(C)(C)C)c1ccccc1 (stereo not drawn)	-22%	5%	2%	-5%[11.4 µM]	-10%	6%	11%	0.7%	6%
O=C(c1cccn2c(=O)c3cc(Cl)ccc3nc12)N1CCN(c2ccccc2F)CC1	-5%	-1%[57.1 µM]	-15%	36%	-24%	-10%	13%[57.1 µM]	-1.4%	0%
Cc1cc(NC(=O)NC(=O)c2ccccc2F)no1	-4%	-7%	-9%	-3%	-12%	1%	2%	0.6%	4%
CCCS(=O)(=O)c1c(S(=O)(=O)CCC)c2c(N)cccn2c1C(=O)c1ccccc1	-12%	-13%	-3%	-33%	?	-5%	-36%	1.0%	0%
Cc1ccc(S(=O)(=O)N2C(=O)CCC2C(=O)O/N=C(\N)c2cccc([N+](=O)[O-])c2)cc1 (stereo not drawn)	-21%	6%	-4%	-5%	i	-8%	11%	-2.9%	3%
O=S1(=O)CCOC[C@H](CC2CCCCC2)N1Cc1cccc(C(F)(F)F)c1	-9%	4%[57.1 µM]	15%	12%	-12%	2%	27%[57.1 µM]	-1.7%	-5%&-10%
Cc1onc(-c2c(F)cccc2Cl)c1C(=O)ONC(=O)c1ccccc1	-11%	0%	-6%	-7%	?	-2%	15%	1.0%	1%
CC1=NNC(=O)C1CCC(=O)N/N=C(/C)c1ccc([N+](=O)[O-])cc1 (stereo not drawn)	2%	-6%[57.1 µM]	-4%	-5%	2%	6%	11%[57.1 µM]	0.1%	-3%
CCc1nc(SCC(=O)Nc2cc(C)ccc2OC)c2c(C)c(C)sc2n1	-2%	-2%	0%	-8%	5%	3%	1%	-0.4%	1%
Brc1ccc2c(c1)C(C1=NCCN1)c1ccccc1CS2 (stereo not drawn)	-8%	-1%	1%	20%	13%	-16%	13%	-0.7%	?
CC(C)(C)OC(=O)N1CCC[C@H]1c1nnc(SC/C=C/c2ccccc2)o1	-11%	13%[57.1 µM]	3%	-19%	-3%	-11%	?	0.3%	-5%
CCC(C)NC(=O)C1CCN(S(=O)(=O)c2ccc3c(ccn3CC)c2)CC1 (stereo not drawn)	-27%	-1%[57.1 µM]	20%	-22%	-4%	-3%	1%[57.1 µM]	3.7%	0%
CCS(=O)(=O)c1nc2ccccc2n1CC(=O)N1CCCCC1	-8%	5%[57.1 µM]	3%	-39%	-1%	1%	-1%[57.1 µM]	2.0%	1%
COc1cccc(NC(=O)CN(C)C(=O)c2ccc(-c3cccc(C(F)(F)F)c3)o2)c1	-23%	-5%	1%	-4%	-28%	12%	-2%	1.1%	0%
Cc1onc(-c2ccccc2)c1NC(=O)N(CCC(=O)O)Cc1ccccc1	-23%	4%	-6%	-3%	9%	10%	29%	0.4%	0%
CCOc1ccc(S(=O)(=O)N(C)c2ccc(OCC(=O)N3c4ccc(C)cc4C4CN(C)CCC43)cc2)cc1 (stereo not drawn)	-14%	1%	3%	-13%[56.9 µM]	-26%	1%	9%	1.4%	0%
Cc1ncn2cc(-c3ccc(Cl)cc3Cl)[nH]c(=O)c12	-24%	10%	-1%	-39%	157%[activator]	1%	25%	12%	-1%
CCOC(=O)C1(CCOc2ccccc2)CCN(Cc2nccn2CC)CC1	-16%	1%	17%	4%	1%	-20%	7%	-1.1%	0%
COc1cccc(NC(=O)c2oc3ccccc3c2NC(=O)c2ccccc2C)c1	6%	23%	-27%	4%	-28%	-7%	22%	-0.5%	1%
O=C(CN1CCCC1)Nc1ccccc1Sc1ccc(Cl)cc1	-15%	4%[57.1 µM]	8%	4%	-14%	-2%	1%[57.1 µM]	0.6%	0%
CCOC(=O)C1CCN(Cc2ccc(F)c(F)c2)CC1	-1%	5%	4%	10%	?	-5%	15%	1.2%	1%
COc1cc(C(=O)NCc2nnc(SCC(=O)N3CCCCCC3)o2)cc(OC)c1OC	-14%	2%	6%	-3%	-17%	1%	13%	-0.6%	1%
CC1CN(S(=O)(=O)c2cccc(C(=O)Nc3ccc4c(c3)CCC4)c2)CC(C)O1 (stereo not drawn)	-8%	1%[57.1 µM]	0%	4%	-23%	-3%	18%	-1.2%	-2%
Cc1nc2ccccc2n1CC(O)COCC1CC=CCC1 (stereo not drawn)	1%	7%	-2%	3%	70%	-4%	25%	1.0%	0%
Cc1ccc(C(=O)N/C(=C/c2cn(-c3ccccc3)nc2-c2ccccc2)C(=O)O)cc1	1%	-14%	-4%	11%	2%	14%	-23%	-0.1%	1%
CCOc1ccc2nc(NC(=O)CSc3ccc(Cl)cc3)sc2c1	-11%	-8%	-9%	-30%[56.9 µM]	0%	4%	3%	2.2%	-5%
COc1ccccc1-c1cnn2c(NCc3ccccc3)cc(C)nc12	-11%	21%	-4%	0%	15%	-3%	31%	-0.9%	0%
CCN(Cc1ccncc1)C(=O)c1cccs1	-6%	-2%	9%	-1%	0%	-11%	-1%	1.9%	0%
COc1ccc(N2CCN(C(=O)c3ccc(C)c(Cl)c3)CC2)cc1	-7%	2%	4%	-22%	?	5%	15%	2.3%	0%
c1ccc(-c2cc(-c3ccccc3)on2)cc1	-28%	0%	-9%	-24%[11.4 µM]	10%	-15%	17%	-0.7%	-1%
CC(C)N(CC(N)=O)C(=O)Cc1coc2cc3c(cc12)CCC3	-17%	-7%	-7%	7%	-17%	-6%	-19%	-0.7%	0%
Cc1sc(-c2ccccn2)nc1OC(=O)c1ccc(Cl)c(Cl)c1	-14%	10%[57.1 µM]	-1%	-2%	-3%	-12%	11%[57.1 µM]	0.8%	0%
CCCCCCN(C(=O)CCCN1C(=O)NC(c2ccc([N+](=O)[O-])cc2)C(C(=O)OCc2ccccc2)=C1C)C(C)C(=O)NCCCC (stereo not drawn)	?	-4%	-2%	-16%	/	-5%	13%	/	-3%
CC1CCN(CCCCOc2ccccc2[N+](=O)[O-])CC1	-18%	-6%	4%	-31%	?	-13%	8%	-0.5%	1%
COc1ccc(C(=O)NCC(c2ccco2)N2CCc3ccccc3C2)c(OC)c1 (stereo not drawn)	-25%	/	-6%	/	?	-12%	/	/	0%
O=C(CC(Cc1ccccc1)c1ccco1)NCc1ccco1 (stereo not drawn)	-11%	3%[57.1 µM]	4%	-8%	60%	-9%	5%[57.1 µM]	0.1%	0%
C=CCn1c(CCSCc2ccc(OC)c(C)c2)n[nH]c1=S	-18%	3%	11%	-42%	-25%	-28%	-2%	-1.5%	0%

Sorted by value in RXFP1 ag (highest first): three of the compounds above.
Molecule,RXFP1 ag
Cc1sc(-c2ccccn2)nc1OC(=O)c1ccc(Cl)c(Cl)c1,0.8%
CC1CCN(CCCCOc2ccccc2[N+](=O)[O-])CC1,-0.5%
C=CCn1c(CCSCc2ccc(OC)c(C)c2)n[nH]c1=S,-1.5%

Profiles, looked up by structure. Order of screens: USP1-UAF1 inh	TrxR1 substrate	IDH1 R132H inh	RGS4 inh	12-LOX inh	Vif-A3F inh	TrxR1 inh	RXFP1 ag	Vif-A3G inh
Results for `C=CCn1c(CCSCc2ccc(OC)c(C)c2)n[nH]c1=S` : -18%	3%	11%	-42%	-25%	-28%	-2%	-1.5%	0%
Results for `CCCCCCN(C(=O)CCCN1C(=O)NC(c2ccc([N+](=O)[O-])cc2)C(C(=O)OCc2ccccc2)=C1C)C(C)C(=O)NCCCC` (stereo not drawn) : ?	-4%	-2%	-16%	/	-5%	13%	/	-3%
